Bioassay records from PubChem.
Pf growth 96h: P. falciparum growth inhibition at 96 hours. 6.9% of 320,000 active. Potency, µM (highest dose often 28.7 µM), without a hit: at the top dose activity change, negative = inhibition, most hits filed as inhibitors. P. falciparum luciferase reporter growth, 96 h; also: potency is read from the fitted curve at half-maximal effect; % is scaled to controls: 0 for no effect and ±100 for the full control effect
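Erythrocytes infected with luciferase-expressing P. falciparum were dispensed at 2% hematocrit and 0.05% parasitemia (final), then incubated with compounds 96 hours at 37 C in 5% CO2. Luminescence after detection reagent addition reported growth.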
Shiga toxin inh: blocks Shiga toxin action in Vero cells; Vero cells, Shiga toxin protein synthesis inhibition reporter; inhibition, % at 38.7 µM; 9.2% of 290,000 active; AID 2315; in the data active = inhibition mostly above about 28%, no sharp cut-off; inactive = mostly below about 43%; also: 0% is about no effect
Tb PYK inh: blocks Trypanosoma brucei pyruvate kinase. Q57TT1. 0.12% of 410,000 active. TbPYK enzyme, Kinase-Glo Plus ATP luminescence, 45 min. Potency, µM (series often up to 76.8 µM), for the others: at the top dose activity, negative = inhibition, usual class: inhibitors. AID 624173; also: potency is read from the fitted curve at half-maximal effect; % is scaled to controls: 0 for no effect and ±100 for the full control effect; nearly all actives have a fitted effect of over 50% in size
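Activity of T. brucei pyruvate kinase was followed by Kinase-Glo Plus luminescence after the enzyme reacted 45 min at room temperature with 130 uM ADP (final) and substrate. Test compounds were added before ADP at multiple concentrations.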
LmPK inhibitor: inhibitors of Leishmania mexicana pyruvate kinase. Q27686. purified LmPK, Kinase-Glo ATP luminescence, 1 h. Potency, µM (series often up to 57.5 µM), for inactives: at the highest dose activity change, negative = inhibition, most hits filed as inhibitors. 0.37% of 290,000 active. AID 1721; also: potency is read from the fitted curve at half-maximal effect; % is scaled to controls: 0 for no effect and ±100 for the full control effect
Target sequence (Q27686 whole entry, looked up): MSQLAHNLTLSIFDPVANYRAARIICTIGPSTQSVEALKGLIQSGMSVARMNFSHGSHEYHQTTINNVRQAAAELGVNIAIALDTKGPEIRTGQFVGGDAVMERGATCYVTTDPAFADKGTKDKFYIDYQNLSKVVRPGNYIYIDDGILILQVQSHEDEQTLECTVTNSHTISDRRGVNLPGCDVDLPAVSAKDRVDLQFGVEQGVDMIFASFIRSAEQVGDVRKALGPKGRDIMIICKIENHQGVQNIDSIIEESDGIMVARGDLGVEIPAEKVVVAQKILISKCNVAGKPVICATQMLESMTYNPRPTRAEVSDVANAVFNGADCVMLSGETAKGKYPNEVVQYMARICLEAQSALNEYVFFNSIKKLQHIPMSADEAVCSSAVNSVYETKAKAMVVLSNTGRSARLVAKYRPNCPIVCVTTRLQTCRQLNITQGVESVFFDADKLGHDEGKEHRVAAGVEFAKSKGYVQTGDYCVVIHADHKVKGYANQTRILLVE
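Purified LmPK (0.1 nM) converted ADP (0.1 mM) to ATP with PEP (0.5 mM) in imidazole buffer pH 7.2 with KCl and MgCl2, 1 h at room temperature. ATP was read by Kinase-Glo luminescence; data normalized to uninhibited and no-enzyme controls.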
Pf growth 48h: inhibits P. falciparum growth in the first generation, 48 h; Potency, µM (titrated, usually from 28.7 µM), without a hit: top-dose activity change, negative = inhibition, usual class: inhibitors; AID 504832; 5.9% of 310,000 active; P. falciparum luciferase growth in erythrocytes, 48 h; also: potency is read from the fitted curve at half-maximal effect; % is scaled to controls: 0 for no effect and ±100 for the full control effect
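Luciferase-expressing parasites in RBCs, 2% Hct / 0.1% parasitemia final; RPMI 1640 + 0.5% Albumax; 37 C, 5% CO2, one generation; luminescence read-out, lower signal = inhibition.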
HCV inh: blocks hepatitis C virus; AID 651820; 3.4% of 340,000 active; Potency, µM (series often up to 41.8 µM), inactives show at the top dose activity change, negative = inhibition, actives largely listed as inhibitors; Huh7.5.1 HCVcc-Cre infection, luciferase reporter, 44 h; also: potency is read from the fitted curve at half-maximal effect; % is scaled to controls: 0 for no effect and ±100 for the full control effect
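A cell-based infection assay in which seeded cells (1,000 per well) receive test compound after 4 h, are inoculated with HCVcc-Cre at approximately 0.5 moi, and are incubated 44 h before luminescence detection.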
Cycloheximide cs: counter-screen for Shiga toxin inhibitors: cycloheximide protein synthesis inhibition; cell reporter, cycloheximide protein synthesis inhibition counterscreen; 12% of 300,000 active; max response, %; in the data active = max response mostly above about 13%, no sharp cut-off; inactive = mostly below about 14%; also: read at 38.3 µM for the half of the compounds with a filed dose; 0% is about no effect
Numbers without * were called inactive; ? = inconclusive; · = no result given; [ ] = remark or other dose. Unless noted, calls follow the shape of the dose curve; as a rule, active = well fitted curve in the direction sought with a large enough effect; inconclusive = small, poorly fitted or top-dose-only effect, or another doubt; inactive = no such curve, though single readings can be large; an effect the other way counts as inactive or inconclusive.

SMILES | Pf growth 96h | Shiga toxin inh | Tb PYK inh | LmPK inhibitor | Pf growth 48h | HCV inh | Cycloheximide cs
O=C(CCCC(=O)Nc1ccccc1Br)N/N=C/c1c(F)cccc1Cl | 6% | -11 | 4% | -7% | 7% | 9% | -4
O=C1NC(c2cc3c(cc2Cl)OCO3)Oc2ccccc21 (configuration not stated) | 20% | 0 | -3% | -2% | 6% | -2% | -4
O=C(CSc1nnc(COc2ccccc2)n1-c1ccccc1)c1ccccc1 | ? | 16 | -15% | 6% | 11% | -5% | -3
Cc1onc(-c2c(F)cccc2Cl)c1C(=O)OCC(=O)Nc1c(C)n(C)n(-c2ccccc2)c1=O | ? | 17 | 1% | -9% | ? | 14% | -2
COc1ccc(CNC(=O)C(NC(C)=O)C(C)C)cc1OC (configuration not stated) | 14% | 4 | 1% | 0% | -4% | 5% | -4
Cc1cc(=O)oc2cc(OCC(=O)Nc3nccs3)ccc12 | 384%[activator] | 74* | -5% | 0% | 108%[activator] | 0% | 35*
O=C(Cn1nnc2ccccc2c1=O)N[C@H](C(=O)O)c1ccccc1 | 14% | -15 | -7% | -1% | -3% | -7% | -2
COc1ccc2oc(C(=O)OCC(=O)NCCN3C(=O)CSC3=O)c(C)c2c1 | 451%[activator] | -4 | -4% | -5% | 58%[activator] | -10% | -4
CC(C)[C@@]1(c2ccc(Cl)cc2)ON(c2ccccc2C(F)(F)F)C1=O | 2.3µM* | · | · | · | 2.1µM* | -12% | ·
COc1ccc(CNC(=O)c2noc3c2CCCC3)cc1 | 3% | 114* | 2% | -3% | 47%[activator] | -3% | 28*
C=CCc1ccccc1OCC(CN1CCCCC1)OC(C)=O (configuration not stated) | ? | -22 | 5% | 6% | -4% | -9% | 0
CCCCC(NS(=O)(=O)c1ccc(C)cc1)C(=O)Oc1ccc2c3c(c(=O)oc2c1)CCC3 (configuration not stated) | 20% | -4 | 11% | 1% | 0% | -8% | -3
CCOCCCNC(=O)C(c1ccc(Cl)cc1)N(Cc1cccs1)C(=O)c1ccccn1 (configuration not stated) | ? | -3 | -2% | 1% | 8% | ? | 2
CCCN(CCC)Cc1cc2ccccc2c2c1COC2 | ? | -3 | 2% | -1% | · | 5% | -2
O=C(Nc1ccccn1)c1ccc(COc2ccccc2Cl)o1 | 69%[activator] | 89* | -2% | 0% | 121%[activator] | ? | 30*
Cc1ccc(CCN2CC(C(=O)NCCCN3CCCCCC3)CC2=O)cc1 (configuration not stated) | 19% | -9 | -6% | 0% | 13% | -3% | -1
COc1cc(C(O)P(=O)(OCCC(C)C)c2ccc(N(C)C)cc2)cc(OC)c1OC (configuration not stated) | ? | -1 | -1% | 5% | -24% | 14% | 3
O=S(=O)(Nc1cccc2ccccc12)c1cccc2nonc12 | -7% | -5 | -4% | 8% | -13% | 12% | -2
Cc1nn(C)c(C)c1S(=O)(=O)N1CCC(C(=O)NC2CCCc3ccccc32)CC1 (configuration not stated) | ? | -27 | -20% | 9% | · | ? | -8
CCOc1nc(-c2ccccc2)ccc1-c1noc(COC)n1 | ? | 7 | 1% | 2% | ? | 10µM* | 8

Part of the list above, with two lines to a compound:
Order of results – Pf growth 96h	Shiga toxin inh	Tb PYK inh	LmPK inhibitor	Pf growth 48h	HCV inh	Cycloheximide cs
Cc1ccc(CCN2CC(C(=O)NCCCN3CCCCCC3)CC2=O)cc1 (configuration not stated)
  19%	-9	-6%	0%	13%	-3%	-1
COc1cc(C(O)P(=O)(OCCC(C)C)c2ccc(N(C)C)cc2)cc(OC)c1OC (configuration not stated)
  ?	-1	-1%	5%	-24%	14%	3

Continuation:
SMILES | Pf growth 96h | Shiga toxin inh | Tb PYK inh | LmPK inhibitor | Pf growth 48h | HCV inh | Cycloheximide cs
CCC(=O)Nc1ccc(C(=O)COC(=O)c2nc3nccc(C)n3n2)cc1 | -13% | · | 2% | · | 15% | 11% | ·
COC(=O)C1C(=O)C2=C(CC1C)NC(=O)CC2c1ccccc1 (configuration not stated) | -21% | -4 | -7% | -6% | ? | 17% | -2
O=C(O)Cc1sc(NC2CCCCC2)nc1-c1ccc(Cl)cc1 | ? | 42* | -18% | -2% | -23% | 11% | 54*
O=c1oc2cc(O)ccc2cc1-c1ccccc1 | 49%[activator] | 54* | -10% | -6% | 64%[activator] | -7% | 38*
CCCOc1ccc(C(F)(F)F)cc1NS(=O)(=O)c1ccc(Cl)nc1 | -6% | · | 5% | · | ? | -3% | ·
COc1cccc2cc(C(=O)CS(=O)(=O)c3ccc(Cl)cc3)c(=O)oc12 | -3% | 2 | 0% | 1% | 28% | 7% | -4
C/C(=N\NC(=O)Cc1cccn1C)c1ccc2ccccc2c1 | 23% | 13 | 0% | -8% | · | 1% | 11
COc1ccc2oc(=O)c(C(=O)NCc3ccc4c(c3)OCO4)cc2c1 | -41% | 18 | -4% | 2% | 27% | 10% | -4
CCCS(=O)(=O)N1CCCC(c2nc(-c3cccc(OC)c3)no2)C1 (configuration not stated) | -2% | 45 | -3% | 3% | 29% | · | 18*
CN(C(=S)NC(=O)c1ccc(Br)o1)c1ccccc1 | 36%[activator] | 30* | -9% | -1% | 12% | 2% | 11
Cc1nc2nc[nH]n2c(=O)c1CCOC(=O)c1ccccc1F | ? | -8 | 3% | 0% | -12% | 11% | -3
CCC1(c2ccc(F)cc2)NC(=O)N(CC(=O)Nc2cccc(S(=O)(=O)N3CCCCC3)c2)C1=O (configuration not stated) | ? | · | -3% | · | ? | 10µM* | ·
CC(/C=C1\N=C(SCc2ccccc2Cl)SC1=O)=C\c1ccccc1 | 15% | -5 | -1% | 5% | 0% | 14% | -2
CCN(CC(=O)NCc1ccc(Cl)cc1)C(=O)CSc1ccccc1F | 18% | · | 1% | · | 7% | -14% | ·
COc1ccccc1NC(=O)CC(=O)Nc1ccccc1OC | -59% | -1 | -8% | -1% | 28% | -10% | -2
O=C(NC1CCCc2ccccc21)C(Cc1ccccc1)NS(=O)(=O)c1cccs1 (configuration not stated) | ? | -1 | -3% | 2% | -18% | ? | -3
COc1ccc(NC(=O)C(C)N2c3cccc4cccc(c34)S2(=O)=O)c(OC)c1 (configuration not stated) | 2.9µM* | -12 | -13% | 0% | ? | -18% | -5
CCCCNC(=O)c1cc2cc(OC)ccc2[nH]1 | 25% | 23 | ? | -2% | 29% | -15% | 14*
Cc1ccc(Nc2nc(C(=O)N3CCC(C(=O)NCc4ccccc4)CC3)cs2)cc1 | ? | 35* | 1% | -1% | ? | ? | 19*
COCc1cc(C)nc(OCC(=O)N/N=C\c2cc(C)n(-c3cccc(C(F)(F)F)c3)c2C)c1C#N | -3% | -19 | -3% | 15% | · | 2% | -4

Laid out differently: entries from further up.
COc1ccc2oc(=O)c(C(=O)NCc3ccc4c(c3)OCO4)cc2c1
- Pf growth 96h: -41%
- Shiga toxin inh: 18
- Tb PYK inh: -4%
- LmPK inhibitor: 2%
- Pf growth 48h: 27%
- HCV inh: 10%
- Cycloheximide cs: -4

Cc1ccc(Nc2nc(C(=O)N3CCC(C(=O)NCc4ccccc4)CC3)cs2)cc1
- Pf growth 96h: ?
- Shiga toxin inh: 35*
- Tb PYK inh: 1%
- LmPK inhibitor: -1%
- Pf growth 48h: ?
- HCV inh: ?
- Cycloheximide cs: 19*

Two compounds picked at random from those above:
SMILES | Pf growth 96h | Shiga toxin inh | Tb PYK inh | LmPK inhibitor | Pf growth 48h | HCV inh | Cycloheximide cs
C/C(=N\NC(=O)Cc1cccn1C)c1ccc2ccccc2c1 | 23% | 13 | 0% | -8% | · | 1% | 11
CCCOc1ccc(C(F)(F)F)cc1NS(=O)(=O)c1ccc(Cl)nc1 | -6% | · | 5% | · | ? | -3% | ·

The main list resumes with the 2 entries that preceded the break.
SMILES | Pf growth 96h | Shiga toxin inh | Tb PYK inh | LmPK inhibitor | Pf growth 48h | HCV inh | Cycloheximide cs
Cc1ccc(Nc2nc(C(=O)N3CCC(C(=O)NCc4ccccc4)CC3)cs2)cc1 | ? | 35* | 1% | -1% | ? | ? | 19*
COCc1cc(C)nc(OCC(=O)N/N=C\c2cc(C)n(-c3cccc(C(F)(F)F)c3)c2C)c1C#N | -3% | -19 | -3% | 15% | · | 2% | -4
O=C(N/N=C/c1ccc([N+](=O)[O-])o1)c1cn(-c2ccccc2)nc1-c1ccccc1 | ? | -14 | 0% | 4% | ? | ? | -3
CCCCCCNc1cc2n(c(=O)n1)CCc1cc(OC)c(OC)cc1-2 | · | 27 | -9% | 3% | ? | -12% | 1
COc1ccc(NC(=O)Nc2ccc3nc(C)c(C)nc3c2)cc1 | ? | -7 | 1% | 6% | · | -6% | 1
Cn1cnc(S(=O)(=O)N2CCN(c3cccc(Cl)c3)CC2)c1 | -26% | -9 | 2% | 7% | 26% | 19% | -8
Cc1ccc(NC2=C(Cl)C(=O)OC2OC(=O)c2ccco2)cc1 (configuration not stated) | -18% | -13 | 6% | 8% | · | 16% | -2
C/C(=N\OCc1nc2ccccc2c(=O)n1/N=C/c1cc([N+](=O)[O-])ccc1O)c1ccccc1 | ? | 46* | -1% | 7% | ? | ? | 18*
O=C(O)C1CC(=O)N(Cc2ccc3c(c2)OCO3)C1 (configuration not stated) | 119%[activator] | -15 | 2% | 4% | 0% | 11% | -2
Cn1nnnc1SCC(=O)C(C)(C)C | 45%[activator] | 19 | -4% | -3% | 5% | 15% | 0
CC(C)CCNC(=O)C1CCN(C(=O)N(C)C)CC1 | ? | 3 | 1% | 1% | ? | 6% | 0
O=C(Cc1ccccc1)NC(NC(=O)Cc1ccccc1)c1cccc([N+](=O)[O-])c1 | 21% | -20 | 4% | 1% | 10% | ? | 6
CN(C)S(=O)(=O)c1ccc(NC(=O)CN2CCCCCC2)cc1 | 1% | -5 | -2% | -6% | 4% | -7% | -5
C/C(=N\NS(=O)(=O)c1ccccc1)c1ccc2c(c1)OCCO2 | -3% | -1 | -1% | -1% | 8% | 14% | -1
CC1CCCCN1CCCNC(=O)c1cc(Br)c(Br)[nH]1 (configuration not stated) | -11% | -3 | 8% | 6% | -1% | -17% | -1
Cc1ccc(-c2nnn(CC(=O)N(Cc3ccco3)C(C(=O)NC3CCCC3)c3cccs3)n2)o1 (configuration not stated) | ? | -1 | 2% | -1% | 13µM* | -26% | -2
Cc1ccc2c(c1)C1CN(C)CCC1N2C(=O)/C=C/c1ccc2c(c1)OCO2 (configuration not stated) | ? | -6 | 1% | -2% | ? | -15% | 6
CCc1ccc(NC(=O)CCCN2C(=O)C3CC=CCC3C2=O)cc1 (configuration not stated) | -3% | 97* | -19% | -3% | -7% | -4% | 72*
